b-catenin transl: beta-catenin nuclear translocation modulation | nuclear translocation activity, % at 5 µM | AID 1665 | HeLa beta-catenin nuclear translocation, immunofluorescence imaging | 0.3% of 190,000 active;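 active = nuclear translocation activity above 50% at 5 µM, with a well cell count of 50 or more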;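 note: per-cell ratio of nuclear to cytoplasmic median beta-catenin stain intensity; plate controls were DMSO negative control for no effect and GSK-3 inhibitor IX positive control for full effect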
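Signal – beta-catenin immunofluorescence imaging with DAPI · Test system – human HeLa cell line · Dosing – 5 µM primary single dose, 0.1% DMSO, 0.02–20 µM confirmation series · Measure – % activation, nuclear-to-cytoplasmic median beta-catenin signal ratio per cell · Incubation – 24 h compound exposure at 37°C, 5% CO2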
PMI inhibition: MPI inhibition at elevated mannose 6-phosphate – biochemical, fluorescence intensity, high mannose 6-phosphate, primary screen (AID 1220) | recombinant PMI enzyme, coupled fluorescence intensity; higher % means a stronger effect | inhibition, % at 20 µM, or IC50 in µM where a hit was titrated | 0.66% of 190,000 active
Insulin prom up: MIN6 insulin promoter up-regulation; MIN6 insulin promoter-GFP reporter, high-content imaging; hits give high values; z-score at 5 µM; AID 1625; 0.3% of 190,000 active;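 active = z-score above 3 at 5 µM with at least 500 cells counted in the well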
T cell HTS: modulates CD8 T cell binding to vesicles. calls only at 7 µM. 0.068% of 330,000 active. 2C CD8+ T cell-vesicle binding, flow cytometry; hits give low values;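 active = response, share of CD8 T cells binding vesicles, and their 90th percentile fluorescence all below set limits, cut at about 80% in these data, passing the limit was not always enough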
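Incubation: binding step 1.5 h, 37 °C, antibody labelling 20 min, ice; system: murine 2C transgenic CD8+ T lymphocytes; technique: cytometric PE anti-B7-1 and Alexa647 anti-CD8 signals after 1% paraformaldehyde fixation; also added: QL9-charged Drosophila Ld/ICAM-1/B7-1 vesicles; control set: naked versus QL9-loaded vesicles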
Autophagy mod: modulators of autophagy | MEF GFP-LC3 puncta imaging; test concentration mostly 10 µM | calls only at 10 µM (by protocol) | 0.98% of 190,000 active | AID 463193;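 active = percentage of spot-positive cells more than 3 SD above its plate mean, without a fluorescence outlier flag or 80% toxicity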;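 note: spot-positive cell cutoff set from DMSO-treated cells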
MT stabilizer: stabilizes microtubules in HeLa cells. 0.83% of 200,000 active. HeLa tubulin immunostaining HCS, 24 h; share of cells brighter than vehicle mean+2SD. % tubulin-high responders, % at 10 µM. AID 2205;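 active = plate Z-score above 3 for both tubulin-high and condensed-nucleus cell shares, with cell loss under 80%, at 10 µM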;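 note: anti alpha tubulin signal scored within the nucleus-defined area of each cell; some results filed as inactive read as strong as hits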
Hep lipid drop: hepatic lipid droplet formation modulation; AML12 mouse hepatocytes, oleate lipid droplets, BODIPY imaging; AID 1656; 0.4% of 240,000 active; inhibition, % at 6.5 µM;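 active = lipid droplet intensity inhibited by at least 50%, with more than 500 cells counted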
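Technique: fluorescence imaging, 20x objective, two fields per well / Assay system: AML12 hepatocytes (mouse) / Measure: % inhibition of lipid droplet signal / Doses: 6.5 µM single-point dosing / Incubation: overnight exposure / Reagent: 100 µM oleic acid challenge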
human PMI inhibition: MPI enzyme activity inhibition – biochemical, fluorescence intensity, coupled assay, primary screen (AID 1209). purified PMI enzyme, coupled fluorescence intensity; higher % means a stronger effect. inhibition, % at 20 µM, or IC50 in µM where a hit was titrated. 0.42% of 190,000 active;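 note: plate controls were DMSO vehicle for no effect and wells lacking substrate for full effect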
TNAP activators: stimulation of alkaline phosphatase TNAP activity – biochemical, luminescent, no phosphate acceptor, uHTS, primary screen (AID 1001). one-dose activation fold at 20 µM; EC50 in µM for titrated hits. purified TNAP, luminescent activation assay, no phosphate acceptor; higher activation fold means a stronger effect. 0.03% of 200,000 active; in the data active = activation fold from about 3, or a potency from the dose series; inactive = the rest, 99 in 100 with activation fold below about 1.6; note: many of its hits are not listed in these tables
Insulin prom up cell count: recorded beside Insulin prom up, whose call it bears; cell count; measured here: cytotoxicity, nuclei count;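 total cells summed across four imaged fields per well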
Hep lipid drop cells 6.5 µM: further read-out of Hep lipid drop, marked with its call; cell count; measured here: cell count, cytotoxicity flag;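 cells counted across two imaged fields per well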
b-catenin transl cell count 5 µM: recorded beside b-catenin transl, whose call it bears; cell count; measured here: cell count, cytotoxicity flag
T cell HTS vesicle-bound %: also measured in T cell HTS; calls as there; double positive events, %; measured here: CD8+ vesicle-bound cell fraction;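 binding gate set so that unloaded-vesicle control wells show 10% double positive cells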
MT stabilizer Hoechst-high %: further read-out of MT stabilizer, marked with its call; % Hoechst-high responders; measured here: nuclear condensation Hoechst responders;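 share of cells brighter than vehicle mean plus two SD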
MT stabilizer cytotoxicity %: recorded beside MT stabilizer, whose call it bears; toxicity, %; measured here: cytotoxicity by cell density;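 0% = mean cell density of plate MIN control wells and 100% = no cells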
Autophagy mod cell loss 18 h: further read-out of Autophagy mod, marked with its call; toxicity, %; measured here: cell loss, nuclei count;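 cell loss after 18 h compound exposure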
Active calls of the source: *; i = inactive; / = not tested or not shown. Cut-off read from the data, not from the text of the source, unless noted: active = inhibition above about 50%; inactive = the rest.

SMILES	b-catenin transl	b-catenin transl cell count 5 µM	PMI inhibition	Insulin prom up	Insulin prom up cell count	T cell HTS	T cell HTS vesicle-bound %	Autophagy mod	Autophagy mod cell loss 18 h	MT stabilizer	MT stabilizer Hoechst-high %	MT stabilizer cytotoxicity %	Hep lipid drop	Hep lipid drop cells 6.5 µM	human PMI inhibition	TNAP activators
Fc1ccc(-n2nnnc2-c2ccccc2Cl)cc1	-0.1	1486	-2%	0.11	1527	i	53	i	-4	1.6	1.5	6.0	9	686	4%	1.1
CSc1nc(N)nc(SCC(=O)C23CC4CC(CC(C4)C2)C3)c1C#N	1.5	1087	7%	/	/	i	31	i	-8	2.7	2.3	8.7	-14	737	7%	1.1
O=C(Nc1cccc(S(=O)(=O)NC2=NCCC2)c1)C1CC(=O)N(c2ccc3c(c2)OCCO3)C1 (stereo not given)	-1.9	1004	-1%	-0.05	1582	i	18	i	8	2.1	2.7	7.0	4	694	2%	1.1
CN(C)S(=O)(=O)c1cccc(C(=O)OCC(=O)NCc2ccccc2)c1	/	/	-5%	0.03	939	i	46	i	-8	3.1	1.4	11	8	849	1%	1.1
CCCCn1c(SCc2cccc([N+](=O)[O-])c2)nc2ccsc2c1=O	-3.6	512	7%	-0.6	1278	i	28	i	33	2.0	2.7	8.4	-9	595	4%	1
COc1ccc(NC(=O)C2C3C=CC4(CN(Cc5cccnc5)C(=O)C24)O3)c(OC)c1 (stereo not given)	/	/	-1%	0.19	928	i	36	i	-6	1.7	1.7	5.4	0	827	-2%	1.1
O=C(CN1C(=O)COc2ccc(S(=O)(=O)N3CCCC3)cc21)NCc1ccccn1	-0.7	1346	/	0.15	1113	i	44	/	/	/	/	/	4	654	/	/
O=C(CN1C(=O)c2cccc3cccc1c23)NCc1ccccn1	0.5	1432	13%	0.44	1481	i	64	i	4	3.2	1.5	1.5	/	/	11%	1.1
O=S(=O)(c1ccc(Br)c2nsnc12)N1CCOCC1	-6.0	582	-2%	-0.15	1245	i	31	i	2	5.8	3.1	4.0	/	/	0%	1.1
Cc1ccc(-c2nc(N)sc2-c2ccccc2)cc1C	1.0	967	9%	0.15	1274	i	46	i	10	2.1	2.6	7.9	0	649	7%	1.1
CC(C)(C)OC(=O)N1CCC[C@H]1c1nnc(SCc2ccccc2Cl)o1	-3.1	1191	11%	-0.71	1180	i	21	i	-5	1.3	2.2	9.1	/	/	3%	1
O=C1OC(Nc2ncccn2)c2ccccc21 (stereo not given)	/	/	5%	0.75	863	i	13	i	2	2.4	1.3	4.5	3	778	5%	1
O=C(NCCCN1CCN(c2ccccc2F)CC1)Nc1ccc(F)cc1	-1.5	875	6%	-0.91	1075	i	32	i	-3	3.8	2.9	12	/	/	3%	1
O=C(NC1CCCCC1)n1c(=O)oc2ccccc21	-0.2	1198	5%	-0.03	1315	i	20	i	-1	1.0	2.1	11	/	/	-1%	1
Cc1ccc(NN=C2C(=O)OC(C)(C)OC2=O)c(C)c1	-2.5	615	-2%	0.73	1341	i	48	i	-2	4.4	1.2	2.6	5	734	3%	1
COc1ccc(NS(=O)(=O)c2ccc(C(=O)N3CCN(Cc4ccccc4)CC3)cc2)cc1	-0.3	1084	-14%	-0.88	1343	i	27	i	7	4.0	2.1	5.6	5	652	-9%	1.1
Cc1cccc(-n2c(=S)[nH]c3sc4c(c3c2=O)CCc2ccccc2-4)c1	-3.4	592	/	/	/	/	/	i	2	2.8	2.5	14	-10	687	36µM*	1.1
COc1ccc(C(=O)N2CCC(O)(c3ccc(Cl)cc3)CC2)cc1OC	0.3	1315	/	0.21	962	i	18	/	/	/	/	/	8	739	/	/
CC(=O)C(C(C)=O)C1(O)C(=O)c2ccccc2C1=O	-0.1	525	38%	-0.1	1399	i	43	i	-17	4.5	3.9	12	0	631	14%	1
O=c1oc(-c2cccnc2)nc2ccccc12	-9.5	1004	10%	1.4	1496	i	39	i	-2	5.7	3.7	7.5	/	/	0%	1.1
C=CCn1c(SCC(=O)NC(=O)NC)nnc1C1CCCCC1	0.5	1055	-11%	0.27	1262	i	17	i	22	1.3	1.7	2.3	7	710	-11%	1.1
CCCCCCCCn1cnc2c(N)c(C)c(C)cc21	/	/	21%	/	/	i	22	i	13	2.0	2.4	12	/	/	38%	1
O=C(COC(=O)c1cccs1)Nc1ccccc1[N+](=O)[O-]	-4.3	983	-3%	-0.05	1425	i	14	i	6	5.3	4.0	7.1	-4	699	-14%	1
Cc1nc(-c2ccccc2)cs1	/	/	-9%	0.43	869	i	20	i	-4	0.9	2.3	7.7	-2	768	-11%	1
Cc1cc2cc(CN3C(=O)c4ccccc4C3=O)ccc2n1C	-1.2	564	-3%	0.17	1336	i	62	i	9	4.5	2.2	5.7	2	735	-4%	1.1
C=CCc1cc(OC)ccc1OCCON1C(=O)CCC1=O	/	/	-4%	-0.11	1305	i	46	i	-3	3.5	1.7	7.0	11	732	1%	1.1
CCN(CCCNC(=O)C1CCN(S(=O)(=O)c2cnc[nH]2)CC1)c1cccc(C)c1	4.2	1532	42%	1.3	1093	i	26	i	6	7.4	3.2	9.1	/	/	20%	1.1
O=c1c2[nH]c3ccc(F)cc3c2nc2n1CCS2	0.7	1015	2%	0.27	1052	i	66	i	16	4.6	1.0	19	5	610	9%	1.1
Cc1nn(-c2ccccc2)nc1C(=O)Oc1cc(C(F)(F)F)nn1-c1ccccc1	0.7	1017	/	-0.19	1308	i	35	/	/	/	/	/	6	747	/	/
Cc1cc(C)c(S(=O)(=O)c2ccccc2)c(OC(=O)c2c(F)cccc2F)n1	-2.4	1141	-18%	0.29	1221	i	39	i	9	1.5	2.5	4.0	12	729	-8%	1.1
O=C(/C(=C(\O)c1ccccc1)c1nc2ccccc2[nH]1)c1ccccc1	1.2	1246	/	-0.1	1058	i	35	/	/	/	/	/	35	706	/	/
Cc1ccc(OCC(=O)N2CCN(C3=NS(=O)(=O)c4ccccc43)CC2)cc1	/	/	5%	-0.19	1374	i	36	i	1	2.7	2.3	6.0	5	731	8%	1.1
COc1ccc(NC(=O)CCCn2c(=O)oc3ccccc32)cc1Cl	-0.6	981	8%	0.02	1321	i	56	i	-4	3.3	2.8	9.5	19	704	16%	1
COCCNS(=O)(=O)c1cc(C)c(C)cc1C	-3.1	541	-3%	0.26	1308	i	43	i	16	2.5	3.7	7.2	7	619	3%	1.1
S=C1NCN(Cc2cccnc2)CN1Cc1ccccc1	1.9	1253	/	-0.28	1128	i	22	/	/	/	/	/	-3	732	/	/
O=C(CN(c1ccc(F)cc1)S(=O)(=O)c1ccccc1)Nc1ccccc1C(=O)O	-3.9	941	-9%	2.4	1636	i	2	i	-6	2.3	2.8	7.4	-12	654	-17%	1
CCN=C1SC(CC(=O)NC2CCCCC2)C(=O)N1CC (stereo not given)	/	/	2%	0.44	1336	i	51	i	3	3.1	2.5	26	1	767	8%	1.1
CC(C)(C)c1ccc(C(=O)NCC(=O)OCC(=O)Nc2nc(-c3ccc(F)cc3)cs2)cc1	9.6	775	0%	0	1536	i	28	i	-8	7.6	1.2	5.2	27	645	-4%	1.1
COc1ccc(F)cc1S(=O)(=O)N1CCC(C(N)=O)CC1	-0.6	1029	8%	-0.19	1166	i	33	i	0	1.6	1.1	6.5	5	699	7%	1
CCCC1CCC(=NNC(=O)CNc2ccc(OC)cc2)CC1 (stereo not given)	-0.4	930	13%	0.04	1261	i	53	i	-7	1.9	3.7	6.2	0	600	6%	1
Cc1cc(C)c(-c2cc(C(F)(F)F)no2)c(=O)[nH]1	0.7	448	-8%	/	/	i	10	i	-5	1.8	1.8	26	-15	764	-6%	1.1
CCOC(=O)Cc1csc(SCC(=O)c2c(N)n(CC(C)C)c(=O)n(C)c2=O)n1	-2.8	911	4%	-1.6	1134	i	32	i	-9	0.8	1.3	10	/	/	-2%	1.2
CCCc1cc(C(=O)N2CCN(c3ccccc3C)CC2)cs1	-1.6	1102	5%	-0.42	1295	i	57	i	0	2.1	1.4	6.5	-3	746	6%	1.1
Clc1ncnc2scc(C3COc4ccccc4O3)c12 (stereo not given)	0.8	1019	-14%	/	/	i	35	i	3	3.4	2.4	1.0	-3	704	-13%	1
O=C(CSc1nnc(NC(=O)c2ccco2)s1)NC1CCCCC1	0.0	1135	-4%	-0.38	1042	i	13	i	8	2.5	1.4	6.9	/	/	-3%	1
CC(C)(C)C(=O)[C@@H]1[C@@H]2C(=O)N(C3CCCCC3)C(=O)[C@@H]2[C@H]2c3ccccc3C=CN12	/	/	-78%	-0.04	875	i	32	i	2	1.4	1.0	12	-9	798	-51%	0.8

Pulled by structure from the list above (four):
SMILES	b-catenin transl	b-catenin transl cell count 5 µM	PMI inhibition	Insulin prom up	Insulin prom up cell count	T cell HTS	T cell HTS vesicle-bound %	Autophagy mod	Autophagy mod cell loss 18 h	MT stabilizer	MT stabilizer Hoechst-high %	MT stabilizer cytotoxicity %	Hep lipid drop	Hep lipid drop cells 6.5 µM	human PMI inhibition	TNAP activators
CCCc1cc(C(=O)N2CCN(c3ccccc3C)CC2)cs1	-1.6	1102	5%	-0.42	1295	i	57	i	0	2.1	1.4	6.5	-3	746	6%	1.1
CC(C)(C)c1ccc(C(=O)NCC(=O)OCC(=O)Nc2nc(-c3ccc(F)cc3)cs2)cc1	9.6	775	0%	0	1536	i	28	i	-8	7.6	1.2	5.2	27	645	-4%	1.1
CCOC(=O)Cc1csc(SCC(=O)c2c(N)n(CC(C)C)c(=O)n(C)c2=O)n1	-2.8	911	4%	-1.6	1134	i	32	i	-9	0.8	1.3	10	/	/	-2%	1.2
O=C(CSc1nnc(NC(=O)c2ccco2)s1)NC1CCCCC1	0.0	1135	-4%	-0.38	1042	i	13	i	8	2.5	1.4	6.9	/	/	-3%	1

Bioassay records: PubChem, several laboratories
